Screening results: PubChem, several laboratories
LYP inhibition: LYP phosphatase inhibitors, primary screen, biochemical, DiFMUP fluorescence, recombinant catalytic domain, 10 µM (AID 606) | recombinant LYP catalytic domain, DiFMUP fluorescence; higher % means a stronger effect | one-dose inhibition, % at 10 µM; IC50 in µM for titrated hits | 52,000 tested, under 10 active;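 active = IC50 under 40 µM in the dose-response test; inactive = IC50 of 40 µM or more, or never dose-tested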
PMK inhibit: S. pneumoniae PMK inhibitors, primary screen, biochemical, mevalonate pathway, pilot trial included; inhibition, % at 10 µM; phosphomevalonate kinase (Streptococcus pneumoniae D39); 65,000 tested, 0.49% active; AID 539, 2006; purified PMK, PK/LDH-coupled NADH absorbance 340 nm;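 active = top-ranked compounds by inhibition in the single 10 µM screen, taking a fixed number of the strongest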;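 note: 0% = full reaction with DMSO carrier and 100% = background rate without enzyme reaction; no value below 0 was filed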
HPDE-C7 viability: cytotoxicity in HPDE-C7 cells, cell-based, fluorescence, HTS (AID 430); HPDE-C7 pancreatic duct cells viability, fluorescence; higher % means a stronger effect; one-dose cytotoxicity, % at 10 µM; EC50 in µM for titrated hits; 63,000 tested, 1.8% active;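 note: cells exposed to compound for 48 hours before viability readout; 0% = vehicle and 100% = reference cytotoxic drug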
Spn MK inh: S. pneumoniae MK inhibitors, primary screen, biochemical, PK/LDH-coupled NADH absorbance; mevalonate kinase [Streptococcus pneumoniae D39]; purified MK, PK/LDH-coupled NADH absorbance 340 nm; inhibition, % at 10 µM; 65,000 tested, 0.48% active;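 active = ranked among the strongest by inhibition in the single 10 µM screen, a fixed top-ranked set picked for dose follow-up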; note: no value below 0 was filed
Alkaline phosphatase: human TNAP enzyme inhibitors, biochemical, luminescent (AID 518); purified TNAP enzyme, luminescent substrate readout; higher % means a stronger effect; 64,000 tested, 0.09% active; Alkaline phosphatase, tissue-nonspecific isozyme (Homo sapiens); inhibition, % at 20 µM; hits with a dose series show IC50 in µM; in the data active = a potency from the dose series; inactive = the rest, 99 in 100 with inhibition below about 22%;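 note: plate controls were vehicle for no effect and reference inhibitor for full effect; many of its hits are not listed in these tables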
HT1080 viability: cytotoxicity in HT1080 fibrosarcoma cells, cell-based, fluorescence readout (AID 620). HT1080 viability, fluorescence; higher % means a stronger effect. cytotoxicity, % at 10 µM, or EC50 in µM where a hit was titrated. 87,000 tested, 0.42% active;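 note: cells exposed to compound overnight then 4 h with Alamar Blue; 0% = vehicle DMSO and 100% = killing control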
DPM-DC inhibit: S. pneumoniae DPM-DC inhibitors, primary screen, biochemical, PK/LDH-coupled NADH fluorescence. purified DPM-DC. calls only at 10 µM. 65,000 tested, 0.49% active. AID 556, 2006;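 active = the 320 compounds with the highest percent inhibition in the single-dose primary screen, excluding strongly autofluorescent ones, cut at about 32% in these data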;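 note: kinetic rate of NADH fluorescence loss reporting ADP formed by the decarboxylase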
HPDE-C7K KRASV12: cytotoxicity in KRAS-transformed pancreatic duct cells, primary screen, cell-based, fluorescence, HTS (AID 431); HPDE-C7K KRASV12 cells, Alamar Blue viability, 48 h; higher % means a stronger effect; 63,000 tested, 1.7% active; one-dose cytotoxicity, % at 10 µM; EC50 in µM for titrated hits;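 active = compounds whose percent cytotoxicity in the single-dose primary screen, scaled between solvent and toxic-drug controls, exceeds 50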;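 note: 0% = DMSO solvent wells and 100% = doxorubicin-treated wells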
Bfl-1 inhibitors: Bfl-1 inhibitors, primary screen, biochemical, fluorescence polarization, FITC-Bid, mouse (AID 432). displacement, % at 20 µM, or IC50 in µM where a hit was titrated. 64,000 tested, 0.02% active. FITC-Bid BH3 peptide fluorescence polarization displacement; higher % means a stronger effect; in the data active = a potency from the dose series; inactive = the rest, 99 in 100 with displacement below about 15%; note: strong numbers were not always called active
PMK inhibit pilot replicates: second read-out of PMK inhibit, no call of its own (marks repeat the call); inhibition, %; measured here: pilot screen replicates
Spn MK inh pilot replicates: recorded beside Spn MK inh, whose call it bears; inhibition, %; measured here: pilot screen replicates
DPM-DC inhibit pilot screen %: recorded beside DPM-DC inhibit, whose call it bears; inhibition, %; measured here: pilot screen trials
The depositor's hits bear a star; i = inactive; · = no result given. Cut-off read from the data, not from the text of the source, unless noted: active = cytotoxicity above about 50%; inactive = the rest. Outcome played no part in choosing rows; 3.4% or so of the library scored in one or more.

SMILES	LYP inhibition	PMK inhibit	HPDE-C7 viability	Spn MK inh	Alkaline phosphatase	HT1080 viability	DPM-DC inhibit	HPDE-C7K KRASV12	Bfl-1 inhibitors	others
N=c1c(C(=O)NCc2ccc3c(c2)OCO3)cc2c(=O)n3ccccc3nc2n1Cc1cccnc1	6%	1	-9%	4	16%	-2%	i	-9%	12%	PMK inhibit pilot replicates=0.0;Spn MK inh pilot replicates=0.0;DPM-DC inhibit pilot screen %=8.0
O=C(OCC(=O)N1CCN(C(=O)c2ccco2)CC1)c1cn(-c2ccccc2)nc1-c1ccccc1	13%	12	6%	5	6%	-3%	i	-2%	-10%
Cc1ccc(C(=O)Nc2ccc(S(=O)(=O)N3CCc4ccccc4C3)cc2)o1	3%	6	-7%	9	9%	10%	i	-29%	1%
COc1ccc(CCNC(=O)CSc2nc(N)c3c(C)c(C)oc3n2)cc1OC	-3%	9	2%	7	11%	0%	i	4%	-1%
CCOC(=O)c1sc2nc(CC(=O)OC)nc(N3CCN(c4ccccn4)CC3)c2c1C	7%	13	-20%	8	2%	-10%	i	-9%	-5%
COc1ccc(/C=C/C2=NC(=C\N(C)C)/C(=O)O2)cc1	·	8	21%	0	7%	6%	i	17%	0%
CCOC(=O)c1c(NC(=O)c2nn(CC)cc2Br)c(C#N)cn1-c1ccccc1	3%	4	8%	2	20%	9%	i	28%	-1%	PMK inhibit pilot replicates=7.5;Spn MK inh pilot replicates=0.0;DPM-DC inhibit pilot screen %=0.5
Fc1ccc(-c2nnc(NC3=NCCCCC3)o2)cc1	2%	18	5%	2	4%	-15%	i	2%	0%
COC(=O)c1cccc(NC(=O)CSc2nnnn2C)c1	10%	11	2%	0	-5%	-4%	i	0%	-2%
O=C(NCc1ccccc1F)C1CCCN(C(=O)NC2CCCCC2)C1 (stereo not drawn)	-4%	7	-3%	2	10%	2%	i	-11%	-7%
Cc1cc(C)cc(N2CCCn3c2nc2c3c(=O)n(CC(=O)OCc3ccccc3)c(=O)n2C)c1	13%	1	26%	5	1%	-7%	i	24%	-4%
COc1ccccc1Nc1nc(N)nc(CSc2nncn2C)n1	0%	5	-2%	12	17%	4%	i	7%	-6%
O=C(c1ccccc1)c1cccc(NC(=O)c2ccco2)c1	2%	13	4%	3	18%	5%	i	-2%	-1%
CC1CCCCN1S(=O)(=O)c1cccc2cccnc12 (stereo not drawn)	5%	7	-8%	9	4%	13%	i	-8%	-1%
O=C(CSc1nc2cc(Cl)ccc2s1)c1ccco1	·	4	29%	8	12%	1%	i	27%	2%
COc1ccc2nc(C)cc(N3CCOCC3)c2c1	6%	3	5%	10	5%	-1%	i	7%	2%	PMK inhibit pilot replicates=3.5;Spn MK inh pilot replicates=0.0;DPM-DC inhibit pilot screen %=2.5
CCOCCCNC(=O)C(NC(=O)CNC(C)=O)c1ccc(Cl)cc1 (stereo not drawn)	·	13	4%	6	-10%	-5%	i	-4%	2%
O=C(CSc1nc2ccccc2[nH]1)Nc1ccccc1N1CCOCC1	8%	1	1%	4	13%	2%	i	-13%	-1%
CCCC(=O)OCCn1c(Br)nc2c1c(=O)[nH]c(=O)n2C	7%	5	6%	11	2%	23%	i	9%	7%	PMK inhibit pilot replicates=0.0;Spn MK inh pilot replicates=0.0;DPM-DC inhibit pilot screen %=0.0
C=CCSC1=C(C#N)C(c2cc(Br)c(O)c(OC)c2)CC(=O)N1 (stereo not drawn)	·	14	-13%	11	4%	-1%	i	-6%	2%
CC(C)C(NS(=O)(=O)c1ccc2c(c1)OCCO2)C(=O)NCCc1ccccn1 (stereo not drawn)	·	0	1%	6	8%	9%	i	5%	1%
O=C(CCN1C(=O)c2cccnc2C1=O)NC1CCCCCC1	3%	11	-14%	7	3%	1%	i	-7%	-3%
CCSc1nnc(NC(=O)c2ccco2)s1	12%	0	·	5	·	1%	i	·	·
CC1=C(C(=O)Nc2ccccn2)C(c2ccccc2)n2ncnc2N1 (stereo not drawn)	·	12	-4%	5	6%	-2%	i	2%	3%
COCCn1c(SCC(=O)N2CCCc3ccccc32)nc2ccccc2c1=O	4%	15	-10%	0	3%	-3%	i	-2%	-4%
Cc1cc(=O)oc(C)c1C(=O)NCCNC(=O)c1c(C)cc(=O)oc1C	-4%	2	-2%	7	11%	5%	i	9%	2%
O=c1c2ccccc2nc(-c2ccoc2)n1CCc1ccccc1	9%	0	-5%	0	3%	6%	i	-7%	2%
Cc1noc(C)c1COC(=O)c1cc2c(C)nn(-c3ccc(F)cc3)c2s1	·	14	-17%	9	9%	-2%	i	-25%	2%
O=C(Oc1ccc2c(c1)OCO2)c1ccncc1	14%	16	11%	7	4%	1%	i	13%	-5%
COc1ccc(CCNC(=O)Cn2c(=O)cnc3ccccc32)cc1	·	10	-13%	6	9%	-2%	i	9%	-3%

Structures above that have a cyano group (two):
SMILES	LYP inhibition	PMK inhibit	HPDE-C7 viability	Spn MK inh	Alkaline phosphatase	HT1080 viability	DPM-DC inhibit	HPDE-C7K KRASV12	Bfl-1 inhibitors	others
CCOC(=O)c1c(NC(=O)c2nn(CC)cc2Br)c(C#N)cn1-c1ccccc1	3%	4	8%	2	20%	9%	i	28%	-1%	PMK inhibit pilot replicates=7.5;Spn MK inh pilot replicates=0.0;DPM-DC inhibit pilot screen %=0.5
C=CCSC1=C(C#N)C(c2cc(Br)c(O)c(OC)c2)CC(=O)N1 (stereo not drawn)	·	14	-13%	11	4%	-1%	i	-6%	2%

(more compounds)
SMILES	LYP inhibition	PMK inhibit	HPDE-C7 viability	Spn MK inh	Alkaline phosphatase	HT1080 viability	DPM-DC inhibit	HPDE-C7K KRASV12	Bfl-1 inhibitors	others
OCCn1c(SC2CCCCC2)nc2ccccc21	5%	0	4%	7	6%	3%	i	11%	3%
O=C1NCCN1Cc1ccccc1F	·	20	7%	0	10%	-1%	i	8%	-3%
COc1ccc(N2CCN(c3ccc(N)cc3C#N)CC2)cc1	2%	15	26%	3	7%	-9%	i	16%	-6%	PMK inhibit pilot replicates=1.5;Spn MK inh pilot replicates=0.0;DPM-DC inhibit pilot screen %=6.0
CCOC(=O)C1CCN(S(=O)(=O)c2c(C)n[nH]c2C)CC1	-4%	10	-13%	11	13%	-1%	i	-2%	-10%
O=C(Cn1c(=O)oc2cc(S(=O)(=O)N3CCc4ccccc43)ccc21)NC1CCCC1	6%	12	-2%	10	-12%	7%	i	-4%	2%
O=C(NCc1nnc(SC/C=C/c2ccccc2)o1)c1ccco1	4%	16	-4%	34	13%	·	i	-5%	2%
Cc1onc(-c2ccccc2)c1C(=O)Nc1ccc2c(C)cc(=O)oc2c1	-5%	0	-20%	6	16%	-2%	·	-2%	-5%
Cc1ccc(C)c(NC(=O)CCN2CC(C)OC(C)C2)c1 (stereo not drawn)	·	8	-1%	7	8%	1%	i	-2%	-6%
Cc1ccc(NS(=O)(=O)c2ccc(C(=O)N3CCCN(C)CC3)cc2)cc1	-6%	0	-4%	1	7%	-4%	i	0%	-3%
COc1ccc(Oc2nc3c(c(=O)n(C)c(=O)n3C)n2Cc2cccc(OC)c2)cc1	8%	3	28%	6	11%	31%	i	38%	0%
CC(Oc1ccccc1Cl)C(=O)N(Cc1ccco1)C1CCS(=O)(=O)C1 (stereo not drawn)	8%	2	2%	2	6%	-8%	i	0%	0%
CCOc1ccccc1NC(=O)CSc1nnc2c(CC)c(C)nc(N)n12	13%	12	-5%	2	18%	-5%	i	-4%	-7%	PMK inhibit pilot replicates=5.5;Spn MK inh pilot replicates=0.0;DPM-DC inhibit pilot screen %=1.5
O=C(COC(=O)c1ccc2c(c1)OCO2)NCc1ccc(Cl)cc1	·	10	3%	6	8%	3%	i	8%	-6%
Cc1cc(NC(=O)CCC(=O)N(Cc2ccco2)C2(C(=O)NC3CCCCC3)CCN(C)CC2)no1	-3%	12	-8%	0	10%	0%	i	2%	-3%
COC(=O)C1=[N+]([O-])OC(C(=O)OC)C1c1c[nH]c2ccccc12 (stereo not drawn)	-5%	12	-1%	5	10%	42%	i	-3%	-5%
O=C(CNS(=O)(=O)c1cccs1)N1CCN(c2ccccn2)CC1	9%	9	-21%	0	4%	6%	i	-19%	-1%
Cc1c(Cl)cccc1N(CC(=O)NC1CCCCC1)S(C)(=O)=O	-4%	0	1%	4	3%	12%	i	8%	1%
CCOC(=O)C1=C(N)OC2=C(C(=O)CC(C)(C)C2)C1c1cccnc1 (stereo not drawn)	3%	0	-6%	6	-8%	-2%	i	0%	-6%
CC(=O)c1c(C)[nH]c(C(=O)OCC(=O)Nc2cc(C)on2)c1C	5%	12	8%	4	16%	-3%	i	3%	0%
Cc1cc(N2CC(C(=O)O)CC2=O)ccc1Br (stereo not drawn)	-6%	9	-14%	0	6%	8%	i	-7%	3%
COc1nc(-c2ccccc2)cc(-c2ccc(OC)c(OC)c2)n1	12%	0	33%	0	2%	-7%	·	29%	-9%
COc1cc(C(=O)O)ccc1OC(C)=O	18%	13	-17%	3	4%	-5%	i	-3%	-16%
CCCCNCCOCCOc1ccc(F)cc1	15%	9	-3%	27	2%	-6%	i	13%	-4%
Cc1ccc(-c2nn(C)c(=O)c3ccccc23)cc1S(=O)(=O)NCCO	14%	0	-7%	15	9%	12%	i	-10%	1%
Cn1cccc1Cc1nnc(SCC(=O)Nc2ccccc2)n1-c1ccc(F)cc1	-4%	4	0%	13	3%	-13%	i	0%	5%
COc1ccc2nc3c(cc2c1)c(NC(=O)c1cccs1)nn3CC(C)C	11%	12	51%*	9	-2%	32%	·	53%*	-7%
CN(c1ccc(C(=O)NC2CC2)cc1)S(=O)(=O)c1ccccc1	6%	0	2%	0	7%	15%	i	-4%	-2%
CCN(CCNC(=O)CCCn1nc(C)n2c(cc3sccc32)c1=O)c1ccccc1	8%	0	-7%	0	-5%	-8%	i	-9%	0%
CC1(C)CC(=O)C(C=NC2CC(C)(C)NC(C)(C)C2)=C(O)C1	8%	0	2%	3	4%	·	i	10%	-7%
O=C(Cn1nnc2ccccc2c1=O)Nc1cc(C(F)(F)F)ccc1N1CCOCC1	1%	8	-7%	4	8%	2%	i	-2%	-4%
CC(=O)c1cccc(NC(=O)NC(C)c2ccncc2)c1 (stereo not drawn)	9%	3	-9%	0	11%	2%	i	-4%	-2%
CCOC(=O)CNC(=O)CSc1nc(N(C)C)nc(N2CCOCC2)n1	7%	0	9%	4	6%	1%	i	5%	3%	PMK inhibit pilot replicates=4.5;Spn MK inh pilot replicates=1.0;DPM-DC inhibit pilot screen %=1.5
